TRPC4 inh: inhibitors of mouse TRPC4 channel, primary screen, Fluo4 calcium, HEK293 TRPC4beta/mu-opioid cells; DAMGO-evoked Fluo4 calcium flux; active compounds read low; AID 2247, 2010; hit rate 0.39% among 300,000; Short transient receptor potential channel 4 (Mus musculus), Q9QUQ5; B-score at 10 µM;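 active means B-score over 3 SD under the library average, no early fluorescence shift, positive overall ratio signal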
Target sequence (Q9QUQ5 whole entry, looked up): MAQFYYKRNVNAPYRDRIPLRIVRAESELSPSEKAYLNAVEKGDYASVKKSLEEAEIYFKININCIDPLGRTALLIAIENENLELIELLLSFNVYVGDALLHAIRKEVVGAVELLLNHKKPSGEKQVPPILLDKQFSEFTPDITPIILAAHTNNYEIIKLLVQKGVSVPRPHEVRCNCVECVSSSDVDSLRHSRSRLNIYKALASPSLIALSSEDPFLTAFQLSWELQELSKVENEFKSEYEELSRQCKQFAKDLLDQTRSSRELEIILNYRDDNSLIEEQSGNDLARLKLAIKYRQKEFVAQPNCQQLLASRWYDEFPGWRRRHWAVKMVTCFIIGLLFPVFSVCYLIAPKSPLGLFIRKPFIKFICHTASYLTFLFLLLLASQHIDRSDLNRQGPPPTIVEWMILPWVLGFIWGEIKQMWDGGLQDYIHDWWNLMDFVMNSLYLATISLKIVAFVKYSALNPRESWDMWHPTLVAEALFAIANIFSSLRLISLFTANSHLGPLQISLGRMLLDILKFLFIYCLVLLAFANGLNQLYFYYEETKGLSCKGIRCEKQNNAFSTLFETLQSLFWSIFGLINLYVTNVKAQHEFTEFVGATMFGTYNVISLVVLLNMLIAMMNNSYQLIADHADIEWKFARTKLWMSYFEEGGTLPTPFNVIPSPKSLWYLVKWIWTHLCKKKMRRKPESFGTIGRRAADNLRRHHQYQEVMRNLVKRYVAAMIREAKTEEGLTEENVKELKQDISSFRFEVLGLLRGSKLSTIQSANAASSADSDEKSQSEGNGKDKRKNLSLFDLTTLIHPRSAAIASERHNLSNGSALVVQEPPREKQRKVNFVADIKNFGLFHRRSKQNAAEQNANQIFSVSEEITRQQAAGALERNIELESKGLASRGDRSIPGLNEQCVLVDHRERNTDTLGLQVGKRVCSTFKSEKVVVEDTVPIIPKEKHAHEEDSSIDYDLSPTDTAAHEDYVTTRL
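Assay system: TRPC4beta/mu-opioid receptor HEK293 cell line; compound dosing: single concentration per test compound; detection: Fluo4 Ca2+ flux fluorescence; evaluation: per-well B score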
RGS4 inh: RGS4 inhibitors, primary screen, cell-based, HEK293 M3R inducible RGS4, calcium flux; Regulator of G-protein signaling 4 (Homo sapiens), P49798; Fluo-4 calcium flux; active compounds read high; triggered by carbachol at its EC20; B-score at 10 µM; hit rate 0.45% among 310,000; AID 463165, 2010;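 active means B-score, a plate-corrected calcium signal, over three deviations above library mean, with baseline fluorescence within five deviations of library mean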;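 further: RGS4 expression induced by doxycycline in cells with stable M3 receptor; B-score is computed from the integrated fluorescence ratio over baseline after carbachol; higher B-score means a larger calcium signal and so more RGS4 inhibition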
TRPC4 PAM: positive allosteric modulators of TRPC4, primary screen, cell-based, mouse TRPC4beta, HEK293 mu-opioid, Fluo-4 calcium. DAMGO EC20, Fluo-4 Ca2+ flux; active compounds read high. B-score at 10 µM. Short transient receptor potential channel 4 (Mus musculus), Q9QUQ5. AID 2227, 2009. hit rate 0.42% among 310,000;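 active means B-score of calcium response area above 5 SD of library B-scores, with initial fluorescence ratio within 5 SD of library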;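 further: B-score of integrated fluorescence ratio over time as area under calcium response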
TRPC4 agonist: activators of mouse TRPC4 channel, primary screen, Fluo4 calcium, HEK293 TRPC4beta/mu-opioid cells | Short transient receptor potential channel 4 (Mus musculus), Q9QUQ5 | Fluo4 calcium fluorescence; active compounds read high | B-score at 10 µM | hit rate 0.49% among 310,000 | AID 2237, 2010;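 active means B-score above 5 SD of library B-scores, and initial fluorescence ratio not above library mean plus 5 SD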;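 further: positive B-score marks a calcium rise read as TRPC4 activation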
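Material: TRPC4beta and mu-opioid receptor HEK293 stable cells | Incubation: 45 min room-temperature Fluo4 loading, 110 s read | Detection: Kinetic Fluo4 calcium fluorescence | Measure: Integrated baseline-normalised fluorescence ratio, converted to per-well B score | Benchmarks: Low control buffer alone, high control maximal DAMGO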
TRPC6 inh: mouse TRPC6 channel inhibitors, primary screen, cell-based, HEK293, membrane potential dye; AID 2553, 2010; ACh-evoked depolarization; active compounds read low; hit rate 1.1% among 310,000; B-score at 10 µM;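 active means B-score under library mean minus 3 SD, initial fluorescence not abnormally high, positive integrated signal ratio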;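 further: B-score derived from integrated fluorescence ratio over the kinetic read; more negative B-score means stronger inhibition of depolarization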
MrgX1 PAM: positive allosteric modulators of MrgX1, primary screen, HEK293 cells, Fluo-4 calcium flux | Mas-related G-protein coupled receptor member X1 (Homo sapiens), Q96LB2 | FDSS; active compounds read high | hit rate 0.63% among 310,000 | B-score at 10 µM;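 active means plate-corrected calcium response at least 3 library SD above typical, normal starting fluorescence, not activating the receptor alone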;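 further: compound read alongside a low EC10 to EC30 dose of BAM8-22 agonist; peak minus trough fluorescence over baseline measured at the second addition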
ANO1 activ: TMEM16A chloride channel activators or potentiators, primary screen, cell-based, HTS. Anoctamin-1 (Mus musculus), Q8BHY3. HEK293 TMEM16A/YFP-H148Q/I152L, iodide quench fluorescence; active compounds read low. B-score at 10 µM. hit rate 0.3% among 340,000. AID 623877, 2012;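 active means fluorescence-ratio B-score plate-corrected deviation score at least 3 library SD below zero, with starting fluorescence score within 5 deviations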;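 further: channel opened by trigger with iodide after compound preincubation; score built on the fluorescence ratio of max minus min over baseline; more negative score means more quench and so TMEM16A activation or potentiation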
TRPC6 activator: mouse TRPC6 channel activators, primary screen, cell-based, HEK293, membrane potential dye. Short transient receptor potential channel 6 (Mus musculus), Q61143. HEK293-TRPC6 membrane potential dye fluorescence; active compounds read high. B-score at 10 µM. hit rate 0.13% among 310,000;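 active means B-score of the integrated fluorescence ratio above library mean plus 3 SD, and starting fluorescence ratio within library mean plus 5 SD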;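 further: higher score means more depolarization so channel activation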
MrgX1 antag: antagonists of human MrgX1 receptor, primary screen, HEK293 cells, Fluo-4 calcium flux. hit rate 1.3% among 310,000. BAM8-22 antagonism; active compounds read low. AID 588676, 2011. Mas-related G-protein coupled receptor member X1 (Homo sapiens), Q96LB2. B-score at 10 µM;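 active means calcium-response B-score plate-corrected more than 3 library SD below zero, starting fluorescence within 5 deviations, no agonist response on first addition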;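 further: peak minus trough fluorescence over baseline after final BAM8-22 challenge near maximal dose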
MrgX1 ag: agonists of human MrgX1 receptor, primary screen, HEK293 cells, Fluo-4 calcium flux; Mas-related G-protein coupled receptor member X1 (Homo sapiens), Q96LB2; Fluo-4 calcium fluorescence, agonist mode; active compounds read high; B-score at 10 µM; hit rate 0.44% among 310,000;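 active means calcium response B-score plate-corrected fluorescence ratio at least 3 library SD, with starting fluorescence B-score inside 5 SD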
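System – MrgX1-expressing HEK293 cells · Incubation – cells plated overnight, dye loaded 0.5 h 37 °C, 0.5 h room temperature · Technique – kinetic Fluo-4 NW fluorescence of intracellular calcium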
ANO1 block: TMEM16A chloride channel inhibitors, primary screen, cell-based, HTS. normalized B-score (activity score, 25-100; higher = stronger inhibition) at 10 µM. hit rate 1.2% among 310,000. Anoctamin-1 (Mus musculus), Q8BHY3. AID 588511, 2011. HEK293 TMEM16A/YFP iodide influx fluorescence, ionomycin;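 active means ratio plate-corrected score three or more library SD toward inhibition, starting fluorescence score within five deviations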;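 further: score derived from kinetic fluorescence span divided by baseline fluorescence per well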
* hit, by the source's call; i = inactive; . = not tested or not shown.

mol	TRPC4 inh	RGS4 inh	TRPC4 PAM	TRPC4 agonist	TRPC6 inh	MrgX1 PAM	ANO1 activ	TRPC6 activator	MrgX1 antag	MrgX1 ag	ANO1 block
COc1ccc2c(c1[N+](=O)[O-])CCC/C2=N/OC(=O)c1cccc2ccccc12	i	i	i	i	i	i	i	i	i	i	i
CCc1ccc(OCC(=O)NNC(=S)NC(=O)C2CC2)c(Br)c1	i	i	i	i	i	i	i	i	i	i	i
Nc1ccccc1Nc1nc2ccccc2[nH]1	i	i	i	i	-5.5*	i	i	i	i	i	i
O=C(Cn1ccc2ccccc2c1=O)NCCC(=O)N1CCN(c2cccc(Cl)c2)CC1	i	i	i	i	i	i	i	i	i	i	i
O=C(Cn1cnc2c(nnn2Cc2ccc(F)cc2)c1=O)N1CCN(c2ccccc2)CC1	i	i	i	i	i	i	i	i	i	i	i
Cc1csc2c(C#N)c(=O)c3c(n12)CCC3	i	i	i	i	i	i	i	i	i	i	i
Cc1ccc([N+](=O)[O-])cc1S(=O)(=O)N1CCNCC1	i	i	i	i	i	i	i	i	i	i	i
CC1(C)CC2(CCO1)C(Nc1ccccc1)=NC(=S)N2c1ccccc1 (configuration not stated)	i	i	i	i	i	i	.	i	i	i	i
Oc1ccc(N=Cc2sc3ccccc3c2Cl)cc1	i	i	i	i	i	i	i	i	i	i	i
COc1cccc(C=Nc2ccc(C)c(F)c2)c1O	i	i	i	i	i	i	i	i	i	i	i
COc1ccc(N2CCN(c3ncccc3C#N)CC2)cc1	i	i	i	i	i	i	i	i	i	i	i
Cc1ccc(Oc2nccc(-c3ccc(Cl)cc3)n2)cc1	i	i	i	i	i	i	i	i	i	i	i
COc1ccc2c(c1OC)C(=O)OC2Nc1nc(-c2ccc(-c3ccccc3)cc2)cs1 (configuration not stated)	i	i	i	i	i	i	i	i	i	i	i
COc1cc2ccccc2cc1C(=O)N1CC(C)CC(C)C1 (configuration not stated)	i	i	i	i	i	i	i	i	i	i	i
CCOc1cccc(=O)c2c(C)n(CC3CCCO3)c(C)c12 (configuration not stated)	i	i	i	i	i	i	i	i	i	i	i
Cc1oc(-c2ccc(Cl)cc2)nc1CSCC(=O)NC1CCN(Cc2ccccc2)CC1	i	i	12*	i	i	i	i	i	i	i	i
CC(=O)c1cccc(OCc2cc(C(=O)NCc3nc(C)c(C)s3)no2)c1	i	i	i	i	i	i	i	i	i	i	i
Cc1cnccc1CNC(=O)C1CCC(=O)N(Cc2ccc(Cl)cc2)C1 (configuration not stated)	i	i	i	i	i	i	i	i	i	i	i
CC(=O)c1c(O)cc2n(c1=O)-c1ccc(Cl)cc1C2(C)C	i	i	i	i	i	i	i	i	i	i	i
O=C(O)c1ccc(NC(=S)NC(=O)C(c2ccccc2)c2ccccc2)cc1	i	i	i	i	i	i	i	i	i	i	i
CCOC(=O)c1[nH]cnc1C(=O)Nc1ccccc1C	i	i	i	i	i	i	i	i	i	i	i
Cc1cccn2cc(COc3cccc([N+](=O)[O-])c3)nc12	i	i	i	i	i	i	i	i	i	i	i
CCOC(=O)c1c2n(c3ccc(O)cc13)CCCCC2	i	i	i	i	i	i	i	i	i	i	i
CC(=O)Nc1ccc(CC#N)cc1	i	i	i	i	i	i	i	i	i	i	i
O=C(COC(=O)c1ccc(S(=O)(=O)NCc2ccco2)cc1)NC1CCCCC1	i	i	i	i	i	i	i	i	i	i	i
CC(C)OC(=O)c1ccc(N2C(=O)C3CC=CCC3C2=O)cc1 (configuration not stated)	i	i	i	i	i	i	i	i	i	i	i
Cc1ccc(NC(=O)c2ccc(OC(=O)C(C)Oc3ccc(Cl)cc3C)cc2)cc1 (configuration not stated)	i	i	i	i	i	i	i	i	i	i	i
CCOc1cc(S(=O)(=O)N2CCN(C(=O)c3ccco3)CC2)ccc1F	i	i	22*	i	-5.7*	i	i	i	i	i	i
Cc1ccccc1NC(=O)Cn1cnc2c1c(=O)n(C)c(=O)n2C	i	i	i	i	i	i	i	i	i	i	i
Cc1cc(C)c(S(=O)(=O)N(CC(=O)NCc2cccnc2)C2CCCCC2)c(C)c1	i	i	i	i	i	i	i	i	i	i	i
S=C(c1ccccc1)N(c1ccccc1)c1ccccc1	i	i	i	i	i	i	i	i	i	i	i
COc1ccc(C2CC(=O)C3=C(C2)Nc2ncnn2C3c2ccccc2C)cc1 (configuration not stated)	i	i	i	i	i	i	i	i	i	i	i
COC(=O)Cc1[nH]n(-c2nc3ccccc3s2)c(=O)c1C(C)=Nc1ccc(OC)cc1	i	i	i	i	i	i	i	i	i	i	i
COc1ccccc1NC(=O)CCCc1c[nH]c2ccccc12	i	i	i	i	i	i	i	i	i	i	i
O=C(NCC1CCCO1)C1CCN(S(=O)(=O)Cc2ccccc2)CC1 (configuration not stated)	i	i	i	i	i	i	i	i	i	i	i
COc1cc(NC(=O)Cn2nc(Cc3cccnc3)c3ccccc3c2=O)cc(OC)c1OC	i	i	i	i	i	i	i	i	i	i	i
COc1cc(CC(=O)Nc2ccc3nc(C)sc3c2)cc(OC)c1OC	i	i	i	i	i	i	i	i	i	i	i
CCOc1ccc(C(=O)Nc2ccc3c(c2)OCCO3)cc1[N+](=O)[O-]	i	i	i	i	i	i	i	i	i	i	i
COc1ccc(CNC(=O)/C=C/C(=O)O)cc1OC	i	i	i	i	i	i	i	i	i	i	i
CC12CC3CC(C)(C1)CC(C(=O)NC(=S)N1CCCCC1)(C3)C2	i	i	i	i	i	i	i	i	i	i	i
c1coc(CNCC2OCCc3ccccc32)c1 (configuration not stated)	i	i	i	i	i	i	i	i	i	i	i
CC(C)N=C(Nc1cccnc1)c1ccccc1	i	i	i	i	i	i	i	i	i	i	i
O=C(N/N=C/c1ccc2ccccc2c1)c1ccc(COc2ccc3c(c2)CCC3)o1	i	i	i	i	i	i	i	i	i	i	i
COc1ccc(NC(=O)CCC(=O)N/N=C/c2cccnc2)cc1	i	i	i	i	i	i	i	i	i	i	i
Cc1nn2c(N3CCOCC3)cc(C(C)(C)C)nc2c1-c1ccccc1	i	i	i	i	i	i	i	i	i	i	i
COc1ccc2c(c1)OCC1=C2CCC2(C)C(=O)CC=C12 (configuration not stated)	i	i	i	i	i	i	.	i	i	i	i
O=C(/C=C/c1ccccc1)Nc1ccc(CN2CCOCC2)cc1	i	i	i	i	i	i	i	i	i	i	i
COCCCNC(=O)Cn1nnc(-c2ccccc2NC(=O)c2ccc(F)cc2)n1	i	i	i	i	i	i	i	i	i	i	i
Cc1ccc(Nc2nnc(SCC(=O)NCc3ccco3)s2)cc1	i	i	i	i	i	.	i	i	.	.	.
S=C(Nc1ccccc1)N1CCCN1c1ccccc1	i	i	i	i	i	i	i	i	i	i	i
Cc1nc(N2CCN(C(=O)c3ccco3)CC2)nc2c1C(=O)CCC2	i	i	i	i	i	i	i	i	i	i	i
COc1ccc([N+](=O)[O-])cc1COc1ccc2c(-c3ccccc3)cc(=O)oc2c1	i	i	i	i	i	i	i	i	i	i	i
CCn1c(SCC(=O)Nc2cc(OC)c(OC)c(OC)c2)nnc1-c1cccs1	i	i	i	i	i	i	i	i	i	i	i
COc1ccccc1NS(=O)(=O)c1ccc2oc(SCC(C)=O)nc2c1	i	i	i	i	i	i	i	i	i	i	i
COc1cc(N(C)C)c(NC(C)=O)cc1C(=O)O	i	i	i	i	i	i	i	i	i	i	i
O=C(COC(=O)c1cc([N+](=O)[O-])ccc1N1CCOCC1)Nc1c(Cl)cccc1C(F)(F)F	i	i	i	i	i	i	i	i	i	i	i
CCSc1nc(C)c(CCOc2cccc(C)c2)c(=O)[nH]1	i	i	i	i	i	i	i	i	i	i	i
CC(NC(=O)CSc1nc2ccccc2n1CCC#N)c1ccc(F)cc1 (configuration not stated)	i	i	i	i	i	i	i	i	i	i	i
CCOc1ccccc1C1C(C(=O)OC)=C(N)OC2=C1C(=O)CCC2 (configuration not stated)	i	i	i	i	i	i	i	i	i	i	i
CCOC(=O)c1c(-c2ccc(Cl)cc2)c(C#N)c(=O)n(N)c1N	i	i	i	i	i	i	i	i	i	i	i

Next results follow:
mol	TRPC4 inh	RGS4 inh	TRPC4 PAM	TRPC4 agonist	TRPC6 inh	MrgX1 PAM	ANO1 activ	TRPC6 activator	MrgX1 antag	MrgX1 ag	ANO1 block
c1ccc(CN2CCC(N=C3NN=C(c4ccc5c(c4)OCCO5)CS3)CC2)cc1	i	i	i	i	i	i	i	i	i	i	i
Cn1c(SCC(=O)N2c3ccccc3CCc3ccccc32)nnc1-c1ccc(O)cc1	i	i	i	i	i	i	i	i	i	i	i
O=C(OCN1C(=O)c2ccccc2C1=O)C1CCCCC1	i	i	i	i	i	i	i	i	i	i	i
CCN(CC)CCNCc1cc(Cl)ccc1OCc1ccccc1F	i	i	i	i	i	i	i	i	i	i	i
Cc1cc(NC(=O)COc2coc(CN3CCN(c4ccc(F)cc4)CC3)cc2=O)no1	i	i	i	i	i	i	i	i	i	i	i
Cc1ccc(CNS(=O)(=O)c2ccc3c(c2)N(C)CCO3)cc1	i	i	i	i	i	i	i	i	i	i	i

High-throughput results as filed in PubChem.
